mIAP activ: activators of mouse IAP, primary screen, biochemical, luminescence, uHTS. intestinal alkaline phosphatase [Mus musculus]. AID 2805, 2010. muIAP, CDP-Star luminescence, 30 min; active compounds read high; 1 = vehicle-only enzyme signal, 0 = enzyme-free wells. activation factor at 10 µM. 330,000 compounds, 0.24% hits;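 active = activation factor of at least 2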; also: the source names both 10 and 20 µM as test concentration; values of inactives mirror those of a sister screen read the other way
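also added = chemiluminescent substrate CDP-Star | test system = mouse IAP enzyme | signal = chemiluminescence readout | compound = DMSO-dissolved test compounds | incubation = 30 min at room temperature | benchmarks = DMSO wells, no-enzyme wells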
PfG6PD inh: PfG6PD enzyme inhibitors, primary screen, biochemical, fluorescence intensity, uHTS. glucose-6-phosphate dehydrogenase-6-phosphogluconolactonase (Plasmodium falciparum 3D7). PfGluPho enzyme, NADPH resazurin-diaphorase fluorescence. inhibition, % at 20 µM. 350,000 compounds, 0.78% hits. AID 504690, 2011;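 active = inhibition reaching at least a set limit at 20 µM in the primary screen, cut at about 59% in these data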;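 also: 0% = DMSO wells with substrate and 100% = DMSO wells lacking glucose-6-phosphate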
HKDC1 inh: HKDC1 hexokinase inhibitors, primary screen, biochemical, fluorescence, uHTS | Q2TB90 | recombinant HKDC1, G6PDH/diaphorase resazurin coupled fluorescence | inhibition, % at 20 µM | 340,000 compounds, 0.16% hits;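 active = inhibition above about 35% when tested at 20 µM, limit read from the data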;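 also: plate controls were DMSO wells with enzyme for no effect and DMSO wells lacking enzyme for full effect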
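Assay system: in-house recombinant HK5 (HKDC1) enzyme. Input: HKDC1 at 5 µg/mL. Medium: Tris pH 8.0 buffer with MgCl2, Tween-20, BSA, BME. Dosing: single 20 µM dose. Schedule: 90 min reaction incubation at room temperature, dark. Signal: resazurin-to-resorufin fluorescence via G6PDH and diaphorase coupling, 525/613 nm. Controls: DMSO-enzyme wells negative, buffer-substituted wells positive.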
mIAP block: inhibitors of mouse IAP, primary screen, biochemical, luminescence, uHTS; AID 2806, 2010; inhibition, % at 10 µM; intestinal alkaline phosphatase [Mus musculus]; purified mouse IAP, CDP-Star luminescence, 30 min; 330,000 compounds, 0.2% hits;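 active = inhibition of at least 40% at 10 µM in the primary screen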;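 also: plate controls were DMSO with enzyme for no effect and no enzyme wells for full effect; values of inactives mirror those of a sister screen read the other way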
hIAP act: human IAP activators, primary screen, biochemical, luminescence, uHTS; AID 2524, 2010; 330,000 compounds, 0.16% hits; activation factor at 10 µM; Intestinal-type alkaline phosphatase (Homo sapiens), P09923; purified human IAP, CDP-Star luminescence, 30 min; active compounds read high; 1 = vehicle-only enzyme, 0 = enzyme-free background;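 active = activation factor of the enzyme at least 2-fold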; also: the source names both 10 and 20 µM as test concentration; values of inactives mirror those of a sister screen read the other way
ATG4B inh: ATG4B protease inhibitors, primary screen, biochemical, fluorescence, uHTS; inhibition, % at 8.33 µM; Cysteine protease ATG4B (Homo sapiens), Q9Y4P1; ATG4B cleavage of LC3-PLA2, NBD-HPC fluorescence, 1 h; 340,000 compounds, 0.51% hits; AID 504462, 2011; in the data active = inhibition above about 40%
Target sequence (Q9Y4P1 whole entry, looked up): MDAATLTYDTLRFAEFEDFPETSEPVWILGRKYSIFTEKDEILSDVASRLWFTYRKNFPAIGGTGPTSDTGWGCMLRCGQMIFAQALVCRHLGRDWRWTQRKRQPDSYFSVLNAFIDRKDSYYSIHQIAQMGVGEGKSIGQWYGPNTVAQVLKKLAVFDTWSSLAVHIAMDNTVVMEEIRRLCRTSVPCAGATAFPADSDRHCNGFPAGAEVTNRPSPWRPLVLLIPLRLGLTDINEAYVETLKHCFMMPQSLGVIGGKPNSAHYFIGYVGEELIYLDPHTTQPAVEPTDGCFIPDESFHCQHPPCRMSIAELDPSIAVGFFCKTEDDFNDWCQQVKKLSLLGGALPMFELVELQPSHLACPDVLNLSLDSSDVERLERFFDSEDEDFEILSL
APOBEC3A inh: APOBEC3A ssDNA deaminase inhibitors, primary screen, selectivity assay for APOBEC3G inhibitor project, biochemical, FAM/TAMRA oligo cleavage fluorescence | DNA dC->dU-editing enzyme APOBEC-3A (Homo sapiens), P31941 | recombinant A3A, FAM/TAMRA ssDNA deamination fluorescence | inhibition, % at 20 µM | 330,000 compounds, 0.41% hits;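 active = at least 40% inhibition at 20 µM here, with at most 30% in a related deaminase screen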;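 also: plate controls were A3A with DMSO for no effect and wells lacking A3A enzyme for full effect; some results filed as inactive read as strong as hits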
Target sequence (P31941 whole entry, looked up): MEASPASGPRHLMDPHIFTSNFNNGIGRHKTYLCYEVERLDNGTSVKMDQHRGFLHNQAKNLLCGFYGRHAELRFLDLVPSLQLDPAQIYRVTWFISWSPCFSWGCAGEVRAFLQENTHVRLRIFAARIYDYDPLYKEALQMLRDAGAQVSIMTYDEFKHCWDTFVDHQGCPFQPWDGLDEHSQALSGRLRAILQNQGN
hIAP block: human IAP inhibitors, primary screen, biochemical, luminescence, uHTS. AID 2544, 2010. purified IAP, CDP-Star luminescence, 30 min. 330,000 compounds, 0.12% hits. inhibition, % at 10 µM. Intestinal-type alkaline phosphatase (Homo sapiens), P09923;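 active = inhibition reaching a set limit with compound at 10 µM in the primary screen, cut at about 35% in these data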;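 also: plate controls were DMSO wells with enzyme for no effect and no-enzyme buffer wells for full effect; values of inactives mirror those of a sister screen read the other way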
The depositor's hits bear a star.

HKDC1 inh	ATG4B inh	PfG6PD inh	mIAP activ	hIAP act	mIAP block	structure	APOBEC3A inh	hIAP block
2	10	21	1	1	-1	Oc1ccccc1C=NC1=NN(c2cccc(C(F)(F)F)c2)CC1	-3	0
-9	0	-1	0.97	0.87	3	CCOC(=O)c1cnn(CCOC(=O)C2CC2)c1NC(=O)C1CC1	-1	13
-3	2	-18	1.1	1.1	-10	COc1ccc(CC(=O)Nc2cc(=O)n(C)c(=O)n2C)cc1OC	0	-13
-5	7	-6	0.85	0.99	14	COc1ccc(CCN2C(=O)CC(N3CCN(C/C=C/c4ccccc4)CC3)C2=O)cc1OC (configuration not stated)	-2	0
3	-3	8	1	1.1	-2	Cc1n[nH]c(=O)nc1NC(C)c1ccccc1 (configuration not stated)	0	-11
-10	-14	-1	1	0.84	0	CCOC(=O)c1c(NC(=O)CC2Nc3cc(C)c(C)cc3NC2=O)sc(C)c1C (configuration not stated)	2	16
-6	2	-13	1	1.3	-2	CN1CCN(CCC(=O)N/N=C/c2ccccn2)CC1	-7	-30
-9	-2	12	1	1.2	-4	Nc1nnc(/C=C/c2ccccc2)s1	-2	-19
-10	3	14	1.1	0.89	-12	CCNC(=O)c1c(O)c2ccccc2[nH]c1=O	2	11
-1	-2	-7	0.91	1	10	N#Cc1c(Cl)nsc1NC(=O)c1ccccc1	-1	-2
6	6	-18	0.97	1.2	3	Cc1ccc(C(=O)COC(=O)c2ccc3c(c2)C(=O)N(c2cccc4ncccc24)C3=O)cc1C	0	-16
2	-15	19	1.1	0.84	-8	COc1ccc(C2CC(C)(c3ccc(OC)cc3)Nc3ccccc3N2)cc1 (configuration not stated)	-2	16
3	-4	-1	0.99	1.2	1	COC(c1ccccc1)c1nnc(CCC(=O)N2CCN(C3CCCC3)CC2)o1 (configuration not stated)	-2	-16
0	-8	1	1	1	-4	Cc1ccc(N2CC(C(=O)NCc3ccc4c(c3)OCO4)CC2=O)cc1C (configuration not stated)	-1	0
-1	0	-24	0.93	0.93	7	O=C(CSc1ccccn1)Nc1ccc(NC(=O)CSc2ccccn2)cc1	-1	7

The list goes on; the last two above are carried over.
HKDC1 inh	ATG4B inh	PfG6PD inh	mIAP activ	hIAP act	mIAP block	structure	APOBEC3A inh	hIAP block
0	-8	1	1	1	-4	Cc1ccc(N2CC(C(=O)NCc3ccc4c(c3)OCO4)CC2=O)cc1C (configuration not stated)	-1	0
-1	0	-24	0.93	0.93	7	O=C(CSc1ccccn1)Nc1ccc(NC(=O)CSc2ccccn2)cc1	-1	7
-2	31	0	0.91	0.92	10	Cc1cc(C)c(C)c(S(=O)(=O)N2CCN(CC(=O)Nc3sccc3C#N)CC2)c1C	-1	8
5	-8	6	0.93	0.91	7	CCOC(=O)c1ccc2c(c1)nc(SCC(=O)c1cc3ccccc3o1)n2CC	0	9
-9	-8	2	0.99	0.85	1	Cc1nonc1NC(=O)CSc1nnc(-c2ccoc2C)n1C	-1	14
-1	-9	6	1	0.79	-1	Oc1ccc(/C=N/Nc2nccnc2Cl)cc1	0	21
-1	-1	3	0.96	1.1	4	Cc1sc2ncn(CC(=O)N3CCC(C(N)=O)CC3)c(=O)c2c1S(=O)(=O)N1CC(C)CC(C)C1 (configuration not stated)	-2	-10
-1	-1	1	0.99	1	0	CCCn1c(SCC(=O)N2CCN(C(C)=O)CC2)nc2sc3c(c2c1=O)CCC3	-6	0
-5	-13	-6	1.1	0.86	-6	Cc1nnc(NCCN2CCOCC2)[nH]c1=O	-5	14
13	-7	-6	1	0.97	-3	Cc1ccc(SC(C)C(=O)NCCC2=CCCCC2)cc1 (configuration not stated)	-2	3
-6	-5	16	0.91	0.91	9	O=C(c1cnn(-c2ccccc2)c1-n1cccc1)N1CCN(C2CCCCC2)CC1	-5	9
-8	-6	-4	1	1.1	-2	COC(=O)c1ccc(=O)n(CC(=O)c2ccc(Cl)cc2)c1	1	-5
-3	2	-8	0.83	0.86	17	COC(=O)C1=C(C)N(c2ccc(C)c(C)c2)/C(=C/c2ccc(O)cc2)C1=O	2	14
-4	0	-15	1	1	-2	O=C1CN(C(=O)c2ccc(Cl)nc2)c2ccccc2N1	3	-2
-4	-4	-4	0.89	0.82	11	COc1ccc(-n2nc(C(=O)NCC(=O)NCCCN3CC(C)CC(C)C3)c3ccccc3c2=O)cc1OC (configuration not stated)	0	18
-8	-5	-10	0.95	0.85	5	Cc1cc(C(=O)O)c(C)n1-c1ccccc1	-2	15
-1	3	-22	0.81	1.1	19	COC(=O)c1sccc1NC(=O)CSc1cc(Cl)ccc1Cl	-5	-9
-5	-5	7	1	1.1	-3	Cc1ccc(NC(=O)CN(C)C(=O)c2ccc(Sc3nncn3C)c([N+](=O)[O-])c2)cc1	-4	-8
-4	3	-1	1	1.2	0	CC(=O)c1ccc(OCCCCCCCOc2ccc(C(C)=O)cc2)cc1	-6	-22
-9	9	-4	0.91	1	9	CC1Oc2ccccc2N(CC(=O)c2ccc(F)cc2)C1=O (configuration not stated)	-2	-1
13	3	11	0.95	0.99	5	O=C(NC1CCCC1)c1cnn2c(C(F)(F)F)cc(-c3ccco3)nc12	6	0
-7	2	4	0.93	1.2	7	CC(C)(C)OC(=O)CNC(=O)c1nc[nH]c1C(=O)N1CCN(c2ccccc2)CC1	-1	-20
5	0	18	1	1.1	-2	CCOc1cc(/C=N\O)cc(Cl)c1OCC	-2	-9
-8	-2	-13	0.99	1.4	1	O=C(CCc1ccccc1)NNC(=O)c1ccc(Br)cc1	-3	-36
-2	8	-8	1	0.97	-2	CCN(CC(=O)Nc1c(F)cccc1F)C(=O)CCCNC(=O)c1ccc(Cl)cc1	1	3
-9	4	2	1.1	1	-14	Cn1c(CO)cnc1SCc1ccccc1	-1	-5
-2	5	27	1	0.99	-1	O=C(Nc1nc(-c2ccccc2)ns1)c1ccncc1	-4	1
-4	-7	11	1	1.2	-5	CC(NC(=O)COc1ccccc1)C(=O)N1CCN(c2ccc(F)cc2)CC1 (configuration not stated)	-2	-22
-3	-14	-2	1	0.95	-1	COc1ccccc1CC(=O)Nc1ccc(O)cc1C(=O)O	4	4
-2	1	-1	0.94	0.97	6	O=C(O)c1ccc2ccc3ccccc3c2c1	2	2
0	-4	4	1	1	-3	CN(Cc1c(F)cccc1Cl)C(=O)C1=CC=CN2CCS(=O)(=O)N=C12	1	-4
-4	-3	12	0.94	0.93	6	CCN(CC)Cc1c(CC(C)C)oc(C)c1C(=O)O	1	7
8	0	-13	0.98	1.1	2	CC(/C=N/NC(=O)c1ccc(Br)cc1)=C\c1ccccc1	1	-6
-2	-3	2	1	0.97	0	CC(C)c1ccc(NC(=O)Cn2nnc(C(=O)NCc3ccco3)c2N)cc1	-1	3
-3	-5	3	1	0.91	-1	Cc1ccsc1/C=N/N=C1\C(=O)Nc2ccccc21	-2	9
7	2	-1	0.99	1.1	1	COc1ccc(NCc2nnc(SCC(=O)NCc3ccccc3)n2-c2ccccc2OC)cc1	-5	-7
-6	-8	-17	0.99	0.97	1	CCOC(=O)c1sc(NC(=O)CCc2ccc(OC)cc2)nc1C	-3	3
-5	-6	3	0.95	1.1	5	CCC(C)NS(=O)(=O)c1cc2c3c(c1)CCN3C(=O)CC2 (configuration not stated)	-2	-15
-4	-12	9	1.1	1	-5	NCC(O)CN(c1ccccc1)c1ccccc1 (configuration not stated)	-4	-5
-5	-8	26	2.9*	1	-185	COc1ccc(NC(=O)Nc2ccc3c(c2)C(=O)N([C@H](C)CO)C[C@H](C)[C@@H](CN(C)C(=O)Nc2ccccc2)O3)cc1	1	-4
-2	-2	12	0.95	1	5	CC(=O)c1nn(-c2cccc(C)c2)cc1C(=O)c1cccc(Br)c1	-2	-4
-5	-1	-21	1	1.2	-5	Cc1ccc(C2Nc3ccccc3C(=O)N2CCN2CCNC2=O)cc1 (configuration not stated)	-3	-18
-3	1	-7	0.89	0.83	11	COCCN(CCOC)C(=S)Nc1cc(S(=O)(=O)N(C)C)ccc1C	2	17
-8	-2	0	1.1	1	-12	COc1cc(CC(=O)N(CC(C)C)C2CCS(=O)(=O)C2)cc(OC)c1OC (configuration not stated)	5	-1
-2	-5	-7	1	0.94	-1	CCCn1nnnc1SCC(=O)NCc1ccc(OC)cc1	-1	6
-5	3	14	0.9	1.1	10	O=[N+]([O-])c1cccc2ccc(/C=C/c3ccc(Cl)cc3)nc12	3	-8
2	20	5	1.1	0.88	-13	Cc1cccc(C)c1OCC(=O)Nc1cccc(S(=O)(=O)N2CCCC2)c1	-1	12
0	0	-4	1	1.1	-1	C/C(=N\NC(=O)c1nn(C)cc1Br)c1cccc(NC(=O)C(C)(C)C)c1	-4	-8
-2	0	-10	0.98	0.87	2	COc1ccc(NC(=O)c2[nH]c(C)c(C(C)=O)c2C)cc1	1	13
3	16	2	0.97	0.95	3	CCC(=O)NC(c1cccc([N+](=O)[O-])c1)c1c(O)ccc2ccccc12 (configuration not stated)	-2	5
1	-4	-12	1.1	1	-6	COc1ccc(S(=O)(=O)Nc2noc3ccccc23)cc1OC	-5	-3
-4	4	-14	1.1	1.8	-8	Cc1ccc(NC(=O)c2cc(-c3cc(C)c(C)cc3O)n[nH]2)cc1C	0	-77
0	5	-10	0.93	0.92	7	Cc1ccc(N2C3=C(C(=O)CC(C)(C)C3)C(c3cn(C)nc3C)C3=C2CC(C)(C)CC3=O)cc1	-3	8
-4	0	82*	0.86	0.91	14	O=S(=O)(c1ccccc1)N1CCN=C1SCc1cccc(Cl)c1	-1	9
2	3	-28	0.86	1.1	14	CC(C)c1ccc(NC(=O)COc2nnc(-c3cccs3)c(-c3cccs3)n2)cc1	-2	-13
-8	-4	0	1	1	0	Nc1ccc(-n2nnnc2CN2CCOCC2)cc1	0	0
-1	-24	13	0.95	1	4	COCCn1ccc2c(OCC(=O)Nc3ccccc3OC)cccc2c1=O	-5	0
-7	-5	26	0.82	0.98	18	COC(=O)CCC(=O)c1oc2ccccc2c1NC(=O)CCCN1C(=O)c2ccccc2C1=O	5	2
0	9	-16	0.99	0.98	1	Cc1nc2ccsc2c(=O)n1-c1ccc(Cl)cc1	-4	2
1	7	5	1	0.9	-3	CCOc1ccc(-c2ncncc2-c2ccccc2OC)c(O)c1	2	10
-7	-9	-5	1	1	-3	O=C(NC1CCS(=O)(=O)C1)/C(=C\c1ccc(F)cc1)NC(=O)c1ccccc1 (configuration not stated)	-2	-4

Whole records from above. Screens in order: HKDC1 inh, ATG4B inh, PfG6PD inh, mIAP activ, hIAP act, mIAP block, APOBEC3A inh, hIAP block
Entry for `CCOC(=O)c1cnn(CCOC(=O)C2CC2)c1NC(=O)C1CC1` = -9, 0, -1, 0.97, 0.87, 3, -1, 13
Entry for `CCC(=O)NC(c1cccc([N+](=O)[O-])c1)c1c(O)ccc2ccccc12` (configuration not stated) = 3, 16, 2, 0.97, 0.95, 3, -2, 5

Screens from PubChem BioAssay.
